Source: PubChem (National Center for Advancing Translational Sciences (NCATS))
aGlu spleen mod – lysosomal alpha-glucosidase (human) modulation; 240,000 compounds, 0.006% hits; human spleen homogenate, 4-MU-alpha-glucoside fluorescence; AID 2112; Potency, µM (top dose mostly 79.9 µM), for inactives: top-dose activity change, negative = inhibition, hits mostly inhibitors;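 further: potency means the concentration at half of the fitted maximal effect; 0% = enzyme with vehicle and -100% = no enzyme basal signal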
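Compounds were titrated against alpha-glucosidase in spleen homogenate at pH 5.0, with 1 mM 4-methylumbelliferyl substrate for 40 min at 37 C. Reactions were quenched with pH 10 NaOH/glycine and fluorescence measured.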
GAA inh – blocks human lysosomal alpha-glucosidase. P10253. purified human GAA, 4-MU-alpha-glucoside fluorescence. Potency, µM (titrated, usually from 76.9 µM), for the others: at the highest dose activity change, negative = inhibition, hits mostly inhibitors. 200,000 compounds, 0.005% hits. AID 1466;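 further: potency means the concentration at half of the fitted maximal effect; plate controls were uninhibited enzyme wells for no effect and no-enzyme background for full effect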
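Human alpha-glucosidase, 4 nM, pre-mixed with test compounds before 400 uM 4-methylumbelliferyl substrate; 20 min room temperature at pH 5.0. Fluorescence read after pH 10 stop; AC50 values from Hill-equation fits.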
GAA glycogen mod – inhibitors or activators of human alpha-glucosidase glycogen cleavage | P10253 | AID 2100 | recombinant GAA, glycogen substrate, Amplex Red glucose oxidase fluorescence | 300,000 compounds, 0.38% hits | Potency, µM (top dose mostly 76.4 µM), for inactives: at the top dose activity change, negative = inhibition, usual class: inhibitors;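 further: potency means the concentration at half of the fitted maximal effect; 0% = full enzyme reaction and -100% = no-enzyme basal signal; the screen sought inhibitors and activators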
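qHTS, 1536-well; enzyme 4 nM final; cpd up to 77 uM; substrate bovine liver glycogen 30 ug; 50 mM citrate/phosphate pH 5.0, 0.01% Tween-20; 37 C, 40 min; Amplex Red detection 45 min RT; Hill fit → AC50.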
Lamin A splicing – LMNA splicing modulation | HeLa LMNA splicing GFP/RFP minigene ratio, 48 h | Potency, µM (titrated, usually from 46.1 µM), inactives show at the highest dose ratio change, negative = inhibition, actives largely listed as inhibitors | 200,000 compounds, 0.01% hits; active means well fitted inhibition curve with a large enough effect in the signal ratio, with a control signal flat, not every such curve was filed as active; inconclusive means small, poorly fitted or top-dose-only effect, or effect the other way, or a change in a side signal; the % refers to the signal ratio; further: potency means the concentration at half of the fitted maximal effect; on the % scale 0 is the no-effect control and ±100 the full control effect
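Read-out is the ratio of GFP to DsRed2 object intensity, acquired by 488 nm laser-scanning cytometry on HeLa lamin A-EGFP minigene reporter cells. Compound incubation 48 hrs at 37 °C in Opti-MEM with 2% FBS; DMSO 0.5% final.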
HTT aggregate – reduces HttQ103-GFP aggregates in PC12 cells; PC12 HttQ103-GFP aggregates, Acumen cytometry, 40 h; Potency, µM (highest dose often 46.1 µM), for the others: top-dose activity change, negative = inhibition, most hits filed as inhibitors; 220,000 compounds, 1.1% hits; further: potency means the concentration at half of the fitted maximal effect; on the % scale 0 is the no-effect control and ±100 the full control effect; nearly all actives have a fitted effect of over 60% in size
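Aggregate formation scored by laser-scanning cytometer (488 excitation, 500–530 emission) in lysed PC12 cells expressing Q103-GFP after 100 nM tebufenozide induction; library tested in dose series, with ATPLite reagent added in the multiplex.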
CBFb-RUNX1 inh – blocks binding between human CBF-beta and RUNX1; Q01196+Q13951; AlphaScreen CBFb-His/RUNX1-biotin binding, biochemical; Potency, µM (series often up to 59.8 µM), for inactives: at the top dose activity, negative = inhibition, usual class: inhibitors; 230,000 tested, under 10 active; further: % of control where 0% means no effect
Target sequence (Q01196 whole entry, looked up): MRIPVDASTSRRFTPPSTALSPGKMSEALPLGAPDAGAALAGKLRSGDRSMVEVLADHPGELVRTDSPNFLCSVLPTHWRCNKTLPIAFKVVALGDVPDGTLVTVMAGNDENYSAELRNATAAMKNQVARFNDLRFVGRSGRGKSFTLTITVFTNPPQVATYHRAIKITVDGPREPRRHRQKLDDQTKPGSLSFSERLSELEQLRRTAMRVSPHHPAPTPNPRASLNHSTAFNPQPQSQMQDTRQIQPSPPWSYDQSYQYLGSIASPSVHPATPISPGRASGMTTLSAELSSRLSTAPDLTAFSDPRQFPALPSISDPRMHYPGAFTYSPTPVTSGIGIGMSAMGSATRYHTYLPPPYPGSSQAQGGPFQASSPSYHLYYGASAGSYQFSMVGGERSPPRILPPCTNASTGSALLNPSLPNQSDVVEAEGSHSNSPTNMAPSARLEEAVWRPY
Target sequence (Q13951 whole entry, looked up): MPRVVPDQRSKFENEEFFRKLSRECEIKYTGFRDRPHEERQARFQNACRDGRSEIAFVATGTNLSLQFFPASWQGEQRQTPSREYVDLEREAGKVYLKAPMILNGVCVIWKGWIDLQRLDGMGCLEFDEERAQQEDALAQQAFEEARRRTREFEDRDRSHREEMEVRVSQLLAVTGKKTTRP
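His-tagged CBF-beta and biotinylated RUNX1 (30 nM each) were premixed 20 min at room temperature, exposed to compound for 15 min, then given nickel-chelate and streptavidin AlphaScreen beads (50 ng each). After 90 min, AlphaScreen signal was read.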
HTT cytoprotect – Huntington cell model cytoprotection by ATP luminescence; Potency, µM (doses to about 56.4 µM), for the others: cytoprotection (ATP increase), usual class: activators; 230,000 compounds, 0.14% hits; PC12 HTT-Q103 induced, cytoprotection, ATP luminescence, 40 h;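 further: potency means the concentration at half of the fitted maximal effect; % of control where 0% means no effect; nearly all actives have a fitted effect of over 45% in size; toxic huntingtin expression switched on by the ecdysone agonist tebufenozide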
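Compounds added alongside 100 nM tebufenozide, which induces toxic Q103 huntingtin exon 1-GFP in stable PC12 cells; surviving cells quantified by luminescent ATP measurement. Medium: phenol red-free DMEM, 5% equine and 5% calf serum.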
Active calls of the source: *; ? = inconclusive; . = no result given; & = joins results of further samples; [ ] = remark or other dose. Unless noted, the call rests on the fitted dose curve; in most records, active means well fitted curve in the direction sought with a large enough effect; inconclusive means small, poorly fitted or top-dose-only effect, or another doubt; inactive means no such curve, though single readings can be large; an effect the other way counts as inactive or inconclusive.

1	CCOC(=O)CC(=O)CSc1ccc2nnc(-c3ccc(F)cc3)n2n1
2	Cc1cc(C(C)(C)C)cc(C)c1N
3	NC(=O)N/N=C/c1cccc(OCc2ccc(F)cc2)c1
4	CCCCCn1cnc2c(=S)nc(N)[nH]c21
5	NNC(=O)c1cc(-c2ccccc2)sc1N
6	CC(=O)C1=C(C)OC(N)=C(C#N)C1c1ccco1 (stereo not drawn)
7	CCC(=O)NCCc1nc2ccccc2n1CC(=O)c1ccccc1
8	Cc1c(Cl)cccc1NC(=S)NCCc1ccc(S(N)(=O)=O)cc1
9	O=C(NCc1ccc(F)cc1)c1ccc(S(=O)(=O)Nc2cccc(C(F)(F)F)c2)cc1
10	Cc1ccc(S(=O)(=O)N(Cc2ccc(Cl)cc2)c2ccccc2C(=O)NCc2ccco2)cc1
Screen / compound no.,1,2,3,4,5,6,7,8,9,10
aGlu spleen mod,2%,-3%,-9%,4%,1%,-12%,-2%,-1%,2%,-3%
CBFb-RUNX1 inh,4%,6%,-1%,11%,-4%,2%,-2%[2.36 µM],-1%,14%,-10%
Lamin A splicing,7%,3%,.,.,.,11%,-1%,-4%,?,?
GAA inh,5%,-3%,4%,.,.,2%,1%,-9%,-3%,?
GAA glycogen mod,-20%,3%,12%,-9%,5µM*,-6%,1%,-27%,11%,-12%
HTT aggregate,?,2%,1%,-18%[9.22 µM],-4%[9.22 µM],-5%,?,20%,-11%,?
HTT cytoprotect,-20%,-8%[10 µM],-55%[inhibitor],-9%[10 µM],-4%[10 µM],12%,.,9%[10 µM],22%[10 µM],-1%[10 µM]

11	O=C(Cc1ccccc1[N+](=O)[O-])NCCC1=CCCCC1
12	Cc1nn(-c2ccccc2)c2c1C(O)n1c(nc3ccccc31)S2 (stereo not drawn)
13	Cn1c(=O)n(C)c2cc(NC(=O)CSc3nnc(-c4ccccc4O)n3-c3ccccc3)ccc21
14	COc1ccc2c(c1)[N+](C)(C)C(C)(C)C=C2C
15	O=C(Nc1nnc(C2=COCCO2)o1)c1ccc(Cc2ccccc2)cc1
16	N#Cc1c(C(F)(F)F)cc(-c2cccs2)nc1SCC(=O)O
17	CCS(=O)(=O)c1ccc(-c2csc(-c3ccccc3)n2)c(Cl)c1Cl
18	CNC(=O)CNC(=O)Nc1ccc(Cl)c(Cl)c1
19	CC1(C)C(c2ccccc2)=NC(c2ccc(Br)cc2)N1O (stereo not drawn)
20	Cc1cc(C)nc(N/N=C/c2cc3c(cc2[N+](=O)[O-])OCO3)n1
Screen / compound no.,11,12,13,14,15,16,17,18,19,20
aGlu spleen mod,-3%,5%,-7%,-4%,2%,-13%,-5%,-10%,-8%,.
CBFb-RUNX1 inh,1%,-22%,1%,1%,.,-2%,10%,3%,-10%,-8%
Lamin A splicing,-5%[46 µM],?,6%,?,-18%[46 µM],.,0%,9%[46 µM],5%[46 µM],.
GAA inh,6%,3%,2%,4%,5%,.,-4%,5%,14%,?
GAA glycogen mod,-9%,5%,3%,13%,18%,10%,-1%,-7%,-23%,-3%
HTT aggregate,-21%,?,17%,-14%,-7%,-13%[9.22 µM],11µM*,-12%[9.22 µM],-13%[9.22 µM],-7%
HTT cytoprotect,-18%,-14%[4.97 µM],-18%,-60%[inhibitor],20%[10 µM],14%[10 µM],-2%[10 µM],-31%[inhibitor],-14%[10 µM],-30%

Rewritten bar-delimited: part of the list above
No. | SMILES | aGlu spleen mod | CBFb-RUNX1 inh | Lamin A splicing | GAA inh | GAA glycogen mod | HTT aggregate | HTT cytoprotect
12 | Cc1nn(-c2ccccc2)c2c1C(O)n1c(nc3ccccc31)S2 (stereo not drawn) | 5% | -22% | ? | 3% | 5% | ? | -14%[4.97 µM]
13 | Cn1c(=O)n(C)c2cc(NC(=O)CSc3nnc(-c4ccccc4O)n3-c3ccccc3)ccc21 | -7% | 1% | 6% | 2% | 3% | 17% | -18%

Carrying on:
21	COC(=O)N/N=C/c1cn(CCOc2ccccc2)c2ccccc12
22	COc1ccc(/C=C/C(=O)C2(O)CCCCC2)cc1
23	C=CCOc1ccnc(-c2ccccc2)n1
24	COc1ccc(S(=O)(=O)Nc2ccc3cn[nH]c3c2)cc1C
25	O=C(/C=C/c1cccs1)Nc1ccc(Br)cn1
26	N=c1ccn(Cc2ccc(Cl)cc2)cc1
27	COC(=O)C1CCN(c2nc3ccccc3nc2C(C#N)C(=O)OCC(C)C)CC1 (stereo not drawn)
28	CC(C)Cc1ccc(C#N)c(SCC(N)=O)n1
29	COCCOC(=O)c1c(NC(=O)CNC2CCCc3ccccc32)sc(C(N)=O)c1C (stereo not drawn)
30	O=C(c1cc([N+](=O)[O-])cc([N+](=O)[O-])c1)N(c1ccccn1)c1ccccn1
Screen / compound no.,21,22,23,24,25,26,27,28,29,30
aGlu spleen mod,-5%,-2%,-2%,-23%,-4%,-2%,4%,-4%,-2%,1%
CBFb-RUNX1 inh,?,2%,14%,3%,-1%,9%,5%,3%,0%,-15%
Lamin A splicing,.,.,.,-1%[46 µM],?,?,-5%,-5%,.,-9%
GAA inh,.,.,-4%,-3%,-12%,-1%,-4%,0%[15.4 µM],.,2%
GAA glycogen mod,-1%,2%,4%,5%,14%,11%,-5%,12%,5%,4%
HTT aggregate,0%[9.22 µM],-3%[9.22 µM],-13%[9.22 µM],-19%,-2%,6.3µM*,2%,-16%,15%[9.22 µM],-9%
HTT cytoprotect,-14%[10 µM],-6%[10 µM],-3%[10 µM],-17%,-32%[1.9 µM],-83%[inhibitor][0.074 µM],-41%[inhibitor][0.074 µM],-5%,-12%[10 µM],-6%[10 µM]

31	CC1CCN(C(=O)c2cc3nc(C4CC4)cc(C(F)(F)F)n3n2)CC1
32	COc1ccccc1N1CCN(C(CNS(=O)(=O)c2ccccc2)c2cccnc2)CC1 (stereo not drawn)
33	CC1(C)CC(=O)C2=C(C1)N(Cc1ccc(F)cc1)C(=O)C2(NC(=O)c1cccnc1)C(F)(F)F (stereo not drawn)
34	NC(=O)NCc1cccc(Cl)c1
35	Cc1ccc(-n2c(SCc3cn4ccsc4n3)nc3ccccc3c2=O)cc1
36	CC(=O)c1cc(-c2ccccc2)n(CCC(=O)NCc2cccs2)c1C
37	N#Cc1ccc(-c2ccc3c(c2)OCO3)nc1SCC(=O)OCc1ccccc1
38	CC1(C)CC(=O)C(C(C2=C(O)CC(C)(C)CC2=O)c2cccs2)C(=O)C1 (stereo not drawn)
39	CC(C)C(=O)Nc1cccc(NC(=O)c2ccc(Cl)cc2Cl)c1
40	COc1ccc(S(=O)(=O)N(C)CC(=O)NCc2cccnc2)cc1OC
Screen / compound no.,31,32,33,34,35,36,37,38,39,40
aGlu spleen mod,0%,-2%,-13%,1%,-9%,-12%,18%,-6%,2%,2%
CBFb-RUNX1 inh,-5%,-2%,11%,5%,-18%,-5%,?,4%,8%,1%
Lamin A splicing,-17%,6%,-14%,2%,4%,2%,2%,?,1%,8%
GAA inh,-14%,-7%,-3%,1%,-4%,-2%,11%,2%,4%,-8%
GAA glycogen mod,-9%,25%,-2%,-6%,-19%,5%,-4%,0%,-5%,0%
HTT aggregate,-2%,13%,11%,0%,4%,-11%,?,-1%,3%,-10%
HTT cytoprotect,11%[10 µM],12%[10 µM],23%,-1%,5%[10 µM],-52%[inhibitor][10 µM],18%,9%,-6%[0.074 µM],10%

Quoted from the listing:
`CC1CCN(C(=O)c2cc3nc(C4CC4)cc(C(F)(F)F)n3n2)CC1` | aGlu spleen mod = 0%
`COc1ccccc1N1CCN(C(CNS(=O)(=O)c2ccccc2)c2cccnc2)CC1` (stereo not drawn) | Lamin A splicing = 6%
`CC1(C)CC(=O)C(C(C2=C(O)CC(C)(C)CC2=O)c2cccs2)C(=O)C1` (stereo not drawn) | GAA glycogen mod = 0%
`CC(=O)c1cc(-c2ccccc2)n(CCC(=O)NCc2cccs2)c1C` | HTT aggregate = -11%

(listing goes on)
41	O=C(c1ccncc1)c1ccc(NC(=O)c2cccs2)cc1
42	COc1ccc(Cl)cc1N/C(N)=N/c1nc(CSc2ccc(C)cc2)cc(=O)[nH]1
43	Cc1ccc(-c2csc3ncnc(SCC(N)=O)c23)cc1
44	CCn1c(SCC(=O)NC2CCCCC2C)nnc1-c1ccc(OC)cc1 (stereo not drawn)
45	COC(=O)Cn1c2ccccc2c2nc(C)sc21
46	COC(=O)NC(NC(=S)Nc1ccc([N+](=O)[O-])cc1)C(Cl)(Cl)Cl (stereo not drawn)
47	O=[N+]([O-])c1ccc(N=Nc2c(Cl)cc(O)cc2Cl)cc1
48	O=C(NCc1ccc2c(c1)OCO2)c1cc2ncc(Br)cn2n1
49	O=C(O)CN1C(=O)CNC1=O
50	Cc1ccc(-c2nc(NC(=O)CSc3nnc(C)s3)ns2)cc1
51	COc1ccc(Oc2cc(C)c3cccc(C)c3n2)cc1
52	CN(C)C(=O)Nc1ccccc1
53	COC(=O)c1cc(NS(=O)(=O)c2ccc(OC)c(OC)c2)ccc1Cl
Screen / compound no.,41,42,43,44,45,46,47,48,49,50,51,52,53
aGlu spleen mod,1%,-3%,1%,-20%,9%,3%,1%,-6%,-8%,-2%,-1%,1%&-2%,-4%
CBFb-RUNX1 inh,-1%,12%,-5%,5%,2%,-18%,.,-6%,8%,8%,26%,2%&5%,2%
Lamin A splicing,11%[46 µM],12%,.,2%,-13%,?,.,2%,-10%,8%,-1%,.,?
GAA inh,?,-9%,-11%,3%,-9%,-8%,.,-16%,-10%,3%[15.4 µM],-8%,.,-4%
GAA glycogen mod,-1%,2%,4%,3%,3%,-8%,-10%,-13%,2%,7%,-3%,-6%,?
HTT aggregate,?,-16%,-7%[9.22 µM],-2%,-22%,?,-35%[9.22 µM],12%,2%,?,-14%,20%[9.22 µM],-23%
HTT cytoprotect,-24%,-21%,-33%[inhibitor],2%,-5%,?,-44%[10 µM],3%,24%[10 µM],0%,16%,21%[10 µM],-3%

Not a hit list; about 1.5% have a hit in one of these screens.
